# From PubChem BioAssay
# ATXN viability – reduces viability in counter-screen for ATXN expression inhibitors; S2 cells (HEK-293 line with an ATXN2-luciferase reporter) viability, CellTiter-Fluor protease fluorescence, 24 h; Potency, µM (series often up to 56.7 µM), usual class: cytotoxic; actives 0.49% (n = 400,000); AID 651635; note: nearly all actives have a fitted effect of over 40% in size
# Nrf2 inh – blocks Nrf2 signaling | A549 ARE-Fluc reporter, luciferase luminescence, 18-24 h | Potency, µM (highest dose often 46 µM), for the others: at the top dose activity change, negative = inhibition, hits mostly inhibitors | actives 2.1% (n = 360,000) | AID 504444; note: % is set by controls: 0 for no effect and ±100 for the full control effect; nearly all actives have a fitted effect of over 60% in size
#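 Nrf2 activity is the BugLite luminescence, read 15 min after reagent at room temperature, following CellTiter-Fluor cytotoxicity readout (30 min, 37C). Compound titrations were applied for 18-24 h to 5000 A549 ARE_Fluc cells/well in 5% FBS OPTI-MEM.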
# Nrf2 ARE act – activates Nrf2 signaling | AREc32 ARE-luciferase reporter (MCF7-derived line), luminescence, 24 h | Potency, µM (series often up to 46.1 µM), for the others: at the highest dose activation, most hits filed as activators | actives 0.31% (n = 410,000) | AID 624171; note: % of control where 0% means no effect; nearly all actives have a fitted effect of over 65% in size
#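 Each well held 1000 AREc32 cells, which were incubated with compound for 24 hr at 37 deg C after overnight attachment, and ARE reporter activity was quantified by firefly luciferase luminescence.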
# HepG2 viability – HepG2 cytotoxicity, counter-screen for TGF-b inhibitors | Potency, µM (doses to about 46.1 µM), for inactives: top-dose activity change, negative = cytotoxicity, actives largely listed as cytotoxic | actives 0.76% (n = 410,000) | HepG2 CAGA-GFP viability, ATP luminescence, 18 h; note: some results filed as inactive show a strong effect at the top dose
#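 CellTiter-Glo luminescence gave cytotoxicity after 18 hours at 37 degrees C. The cells were HepG2 CAGA-GFP in 1% FBS DMEM, stimulated with 500 pg/mL TGF-beta after compound addition. %Activity was normalised to no-cell wells (complete cell-killing) and DMSO (no toxicity), and curves were fitted and classified.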
# MCF10A rerep – induces DNA re-replication in MCF 10a normal breast cells. MCF 10A DNA re-replication, Hoechst nuclear intensity, 48 h. Potency, µM (titrated, usually from 46.1 µM), inactives show at the highest dose activity, positive = re-replication, actives largely listed as activators. actives 2.9% (n = 350,000). AID 624296; note: % of control where 0% means no effect; nearly all actives have a fitted effect of over 50% in size
# EPAC2 antag – antagonists of human EPAC2; Q8WZA2; EPAC2 GEF exchange of Rap1B-BODIPY-GDP, fluorescence; Potency, µM (titrated, usually from 114 µM), without a hit: at the top dose activity, negative = inhibition, hits mostly inhibitors; actives 0.18% (n = 360,000); AID 720708; note: % is set by controls: 0 for no effect and ±100 for the full control effect; nearly all actives have a fitted effect of over 45% in size; many of its hits are not listed in these tables
# Target sequence (Q8WZA2 whole entry, looked up): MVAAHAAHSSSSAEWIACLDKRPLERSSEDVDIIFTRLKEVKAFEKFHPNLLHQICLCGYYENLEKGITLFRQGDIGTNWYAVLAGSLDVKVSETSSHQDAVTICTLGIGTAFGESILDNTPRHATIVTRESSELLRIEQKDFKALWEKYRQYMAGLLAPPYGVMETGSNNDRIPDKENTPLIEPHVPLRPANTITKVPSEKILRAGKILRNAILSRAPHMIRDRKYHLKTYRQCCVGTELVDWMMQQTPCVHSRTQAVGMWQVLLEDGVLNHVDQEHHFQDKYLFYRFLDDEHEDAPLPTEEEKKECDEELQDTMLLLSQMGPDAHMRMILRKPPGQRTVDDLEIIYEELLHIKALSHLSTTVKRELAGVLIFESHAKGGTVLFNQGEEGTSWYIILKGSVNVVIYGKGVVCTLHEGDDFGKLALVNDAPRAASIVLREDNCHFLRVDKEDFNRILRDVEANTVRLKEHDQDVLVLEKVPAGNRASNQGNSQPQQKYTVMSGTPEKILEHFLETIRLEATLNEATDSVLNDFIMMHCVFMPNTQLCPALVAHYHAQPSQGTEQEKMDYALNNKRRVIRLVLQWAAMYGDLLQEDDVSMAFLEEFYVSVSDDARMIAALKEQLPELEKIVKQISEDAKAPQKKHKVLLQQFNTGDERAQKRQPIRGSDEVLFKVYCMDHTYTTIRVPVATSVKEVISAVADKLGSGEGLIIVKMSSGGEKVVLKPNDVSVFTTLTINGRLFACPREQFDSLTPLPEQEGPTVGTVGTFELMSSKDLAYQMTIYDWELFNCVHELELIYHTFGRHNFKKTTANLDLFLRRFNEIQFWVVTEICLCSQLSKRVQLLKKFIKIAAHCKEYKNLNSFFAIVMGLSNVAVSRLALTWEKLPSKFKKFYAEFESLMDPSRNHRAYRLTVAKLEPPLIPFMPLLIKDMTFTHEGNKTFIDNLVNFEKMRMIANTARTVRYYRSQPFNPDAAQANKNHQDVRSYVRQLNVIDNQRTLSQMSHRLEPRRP
# ATXN2 expr inh – reduces ATXN2 reporter expression in HEK-293 cells | HEK-293 ATXN2-luciferase reporter, luminescence, 24 h | Potency, µM (titrated, usually from 57 µM), inactives show at the top dose activity change, negative = inhibition, most hits filed as inhibitors | actives 0.72% (n = 360,000) | AID 1745845; note: % is set by controls: 0 for no effect and ±100 for the full control effect; nearly all actives have a fitted effect of over 55% in size
#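 ATXN2-luciferase reporter cells (luciferase flanked by upstream and downstream ATXN2 gene portions) were treated 24 h at 37 °C with compounds at up to 57 uM. SteadyGlo luminescence gave expression; GF-AFC fluorescence gave viability.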
# TGFb inhibitor – inhibitors of TGF-b signaling; AID 588855; actives 1.2% (n = 410,000); HepG2 CAGA-GFP TGF-b/SMAD3 reporter, GFP fluorescence, 18 h; TGF-beta stimulated, 500 pg/mL final; Potency, µM (highest dose often 46.1 µM), for inactives: top-dose activity, negative = inhibition, most hits filed as inhibitors; note: % is set by controls: 0 for no effect and ±100 for the full control effect; nearly all actives have a fitted effect of over 65% in size
#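 Smad-responsive CAGA-GFP expression was quantified in HEPG2 cells exposed to compounds and 500 pg/mL final TGF-beta for 18 h at 37 degrees C; unstimulated wells defined full inhibition.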
# A549 viability – A549 cytotoxicity, counter-screen for Nrf2 inhibitors | A549 ARE-Fluc cells, CellTiter-Fluor viability, 18-24 h | Potency, µM (series often up to 46 µM), for the others: at the top dose activity change, negative = cytotoxicity, usual class: inhibitors | actives 0.16% (n = 390,000); note: % is set by controls: 0 for no effect and ±100 for the full control effect
#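 A549 ARE-Fluc cells in 5% FBS OPTI-MEM, 5000 cells/well, rested 2 h then exposed to compounds in concentration-response for 18-24 h at 37 °C. Viability by CellTiter-Fluor fluorescence (Ex 405/Em 525) after 30 min; luciferase luminescence (BugLite, 15 min, RT) read afterwards.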
# * marks the source's active call; other numbers are inactive results; i = inactive; ? = inconclusive; . = not tested or not shown; [ ] = dose if it differs, or a comment. Calls come from the whole dose curve; as a rule, active = well fitted curve in the direction sought with a large enough effect; inconclusive = small, poorly fitted or top-dose-only effect, or another doubt; inactive = no such curve, though single readings can be large; an effect the other way counts as inactive or inconclusive. Potency is the fitted concentration of half-maximal effect.
SMILES	ATXN viability	ATXN2 expr inh	Nrf2 ARE act	Nrf2 inh	TGFb inhibitor	EPAC2 antag	HepG2 viability	A549 viability	MCF10A rerep
Cc1nnc(SCC(=O)N2c3ccccc3Sc3ccccc32)n1N	i	1%	-0.1%	2%	-3%	1%	-10%	1%	9.2µM*
Cc1cccc(-n2ncc(C(=O)N3CCN(C(=O)c4ccco4)CC3)c2C2CCN(C(=O)OC(C)(C)C)CC2)c1	.	.	0.2%	11%	0%	.	-45%	5%	.
O=C(Nc1cc(F)ccc1F)N1CCC(CN2CCOCC2)CC1	.	.	0.5%	-4%	?	.	-17%	-9%	.
O=C(NC1CCCCC1)Sc1ccc(Cl)cc1	.	?	0.4%	19%	-3%	11%	-17%	-5%	1%
COC(=O)c1ccc(NC(=O)CC2C(=O)N(c3cccc(OC)c3)C(=O)N2C(C)C)cc1 (centres undefined)	.	.	8.0%	22%	0%	.	-5%	-4%	.
CCOCCCNC(=O)Cc1ccc(Br)cc1	i	-3%	-0.4%	4%	-11%	5%	6%	-1%	1%
O=C(COC(=O)/C=C/c1ccccc1Cl)NC(=O)NCc1ccccc1	i	-20%	9.3%	0%	?	10%	-12%	-5%	4%
CC(=O)c1cccc(NS(=O)(=O)N(C)C)c1	i	-3%	3.6%	.	-2%	8%	0%	8%	-4%
COc1cc(OC)c(OC)cc1CN1CCN(Cc2cccc(F)c2)CC1	i	-4%	0.4%	0%	21%	25%	28%	12%	16%
CCOC(=O)c1cccc(NC(=O)c2cn(-c3cccc(OC)c3)c(=O)c3ccccc23)c1	.	.	-1.5%	33%	-2%	.	-6%	5%	.
CCN(CC)C(=O)C1=C(C)N(Cc2ccc(F)cc2)C(=O)C(CC(=O)NCCc2ccccn2)C1 (centres undefined)	i	0%	-1.0%	.	3%	5%	-3%	.	.
Cc1cccc(-c2nc3ccccc3c(=O)n2NC(=S)N(C)C)c1	i	-1%	0.4%	-10%	11%	-3%	14%	-16%	-4%
COc1ccccc1NC(=S)NC1CC2CCC1C2 (centres undefined)	i	-15%	-0.4%	7%	-1%	-4%	-4%	22%	6%
COc1cc(NC(=O)c2cc3c(CO)cnc(C)c3oc2=Nc2cccc(C(N)=O)c2)cc(OC)c1	?	.	-0.5%	5%	-11%	9%	-11%	-1%	0%
CCN(CC)S(=O)(=O)c1ccc(S(=O)(=O)N2CCCC2)cc1	i	-12%	0.1%	2%	-12%	-5%	2%	-2%	-1%
CC(=O)c1cccc(NC(=O)c2ccc(Br)o2)c1	i	79%[activator]	2.5%	.	0%	3%	-1%	-5%	2%
CC(Sc1nnc2ccccn12)C(=O)Nc1ncc(Cl)cc1Cl (centres undefined)	i	15%	2.2%	13%	-1%	-5%	-25%	1%	4%
Cc1ccc(NC(=O)CSc2nnc(COc3ccc(Cl)cc3)o2)cc1	i	13%	-0.2%	-25%	1%	.	5%	-16%	.
O=S(=O)(c1ccccc1)c1nc(-c2cccs2)oc1NCC1CCCO1 (centres undefined)	i	-12%	0.3%	?	-21%	0%	0%	14%	-2%
Cc1c(C)n(Cc2ccccc2)c2ncnc(NCCCO)c12	i	-22%	0.2%	-13%	26%	-2%	2%	-6%	-2%
COc1cccc(/C=N/NC(=O)C(C)n2nnc3ccccc32)c1 (centres undefined)	i	3%	-0.3%	3%	?	4%	-44%	6%	3%
CCC/S(C)=N/S(=O)(=O)c1ccc(C)cc1 (centres undefined)	i	2%	0.1%	13%	-2%	0%	0%	0%	-4%
COc1cccc2c(C)cc(N3CCCCCC3)nc12	i	.	-0.1%	?	-22%	-15%	-36%	5%	10%
Cc1cnc(C)c(N2CCN(Cc3nc(-c4cccc(F)c4F)oc3C)CC2)n1	i	.	4.0%	-14%	-22%	-1%	-22%	2%	-5%
CCOc1ccc(N(CC(=O)NCCSCc2ccc(C)cc2)S(C)(=O)=O)cc1	?	-3%	-0.5%	-28%	-2%	-5%	-31%	-1%	7%
COc1cc(OC)c2cc[nH]c2c1	i	-3%	0.4%	-26%	-19%	-1%	3%	11%	-2%
O=C(COc1ccccc1)N1CCN(c2ccc([N+](=O)[O-])c(N3CCCCC3)c2)CC1	i	-12%	0.3%	?	?	-12%	-3%	-25%	?
O=C(NCc1ccccc1CN1CCCC1)C1CCN(S(=O)(=O)c2ccc(F)c(F)c2)CC1	i	-1%	2.6%	8%	-11%	-6%	-16%	5%	15%
CCN(CC)S(=O)(=O)c1ccc2nc(NC(=O)c3cncc(Br)c3)sc2c1	i	3%	3.4%	.	2%	.	-6%	-5%	.
O=C(O)CN1C(=O)NC2(CCc3ccccc32)C1=O (centres undefined)	i	2%	-0.1%	2%	10%	-6%	12%	1%	-1%
CCOC(=O)c1[nH]c(C)c(C(=O)N2CCN(c3ccc(F)cc3)CC2)c1C	i	-20%	-0.1%	-14%	?	10%	-45%	-6%	2%
CCc1ccc(OCC(=O)Nc2nnc(-c3ccco3)s2)cc1	i	8%	0.1%	?	18%	-4%	-1%	-7%	1%
CN(C(=O)n1cnc2ccccc21)c1ccccc1	i	4%	0.2%	-1%	-6%	6%	5%	-15%	0%
O=C(O)COc1ccccc1C=NNc1ccc([N+](=O)[O-])cc1S(=O)(=O)Nc1ccc(Cl)cc1	i	16%	3.8%	7%	?	-25%	-16%	-20%	2.1µM*
Cc1c(-c2ccccc2)nc2ccccc2c1C(=O)O	i	3%	-0.3%	-4%	-9%	1%	-2%	1%	1%
CCOC(=O)C(CC)Sc1nc2c(c(=O)[nH]c(=O)n2C)n1C/C=C(/C)Cl (centres undefined)	i	8%	4.5%	19%	-11%	12%	-27%	-2%	?
Cn1c(N)c(C(=O)COC(=O)CCCc2nc3ccccc3s2)c(=O)n(C)c1=O	i	-7%	-0.3%	-19%	-6%	-8%	3%	0%	9%[9.22 µM]
O=C(COC(=O)CCSc1ccccc1)Nc1ccccc1	i	.	-0.1%	8%	6%	-28%	-28%	-5%	9%
CSc1ccc(CCNC(=O)c2ccc(-c3nc(COc4ccccc4)c(C)o3)cc2)cc1	i	-7%	-0.3%	25%	9%	.	6%	-10%	.
CC1CN(C(=O)c2cc(-c3ccncc3)nc3ccccc23)CC(C)O1 (centres undefined)	i	3%	0.1%	?	3%	6%	-18%	-2%	5%
CCOC(=O)c1[nH]c(C)c(C(=O)N2CCN(c3ccccc3)CC2)c1C	i	-1%	-0.4%	.	-15%	-2%	-1%	0%	4%
CN(C)CCn1c2c(c(SCC(=O)Nc3ccccc3C(F)(F)F)nc1=O)CCCC2	?	5%	0.3%	14%	10%	23%	0%	0%	1%
CN1CC[C@@H]2C(=O)N3CCc4ccc(-c5ccc6c(c5)OCO6)cc4[C@@H]3C[C@@H]21	i	-1%	10%	16%	-31%	9%	-16%	9%	-1%
CCN=C1S/C(=C\c2ccc(OCC)c(OC)c2)C(=O)N1CC	i	-2%	1.5%	-3%	5%	1%	-9%	4%	15%
CCCCC(C(=O)OCC)C(N)Cc1ccc(F)cc1 (centres undefined)	i	.	-0.2%	0%	-1%	1%[57.1 µM]	-22%	10%	17%
O=S(=O)(Nc1ccc(Cl)nn1)c1ccccc1	i	.	-0.4%	-4%	5%	6%	6%	-1%	13µM*
Cn1c(SCc2c(Cl)cccc2Cl)nnc1-c1ccc2nonc2c1	i	-11%	-0.1%	-13%	0%	9%	-7%	-6%	?
COC(=O)c1ccc(C(C(=O)NC2CCCCC2)N(Cc2ccccc2)C(=O)Cc2cccs2)cc1 (centres undefined)	?	-3%	-0.8%	9%	-2%	-2%	3%	0%	-1%
COc1cc(NC(=S)NNC(=O)C(C)(C)O)cc(OC)c1	i	.	0.1%	-3%	-11%	1%	1%	1%	2%
Cc1cc(C)c(C#N)c(SCc2ccccc2C(=O)O)n1	i	1%	-0.3%	-13%	12%	8%	10%	1%	1%

# Complete entries, quoted from the list.
# Record of Cc1cccc(-c2nc3ccccc3c(=O)n2NC(=S)N(C)C)c1 → ATXN viability: i; ATXN2 expr inh: -1%; Nrf2 ARE act: 0.4%; Nrf2 inh: -10%; TGFb inhibitor: 11%; EPAC2 antag: -3%; HepG2 viability: 14%; A549 viability: -16%; MCF10A rerep: -4%
# Record of COc1cc(OC)c(OC)cc1CN1CCN(Cc2cccc(F)c2)CC1 → ATXN viability: i; ATXN2 expr inh: -4%; Nrf2 ARE act: 0.4%; Nrf2 inh: 0%; TGFb inhibitor: 21%; EPAC2 antag: 25%; HepG2 viability: 28%; A549 viability: 12%; MCF10A rerep: 16%

# Carrying on:
SMILES	ATXN viability	ATXN2 expr inh	Nrf2 ARE act	Nrf2 inh	TGFb inhibitor	EPAC2 antag	HepG2 viability	A549 viability	MCF10A rerep
Cc1ccc(NC(=O)CNC(=O)N2CC(=O)Nc3ccccc32)cc1F	i	-4%	4.5%	-19%	-6%	?	-7%	0%	?
Cc1ccc(C(=O)OCCN2CCN(c3ncc(C(F)(F)F)cc3Cl)CC2)cc1	i	-5%	0.1%	-19%	-3%	-12%	6%	-10%	1%
CN(CC(=O)Nc1cccc2c1CCCC2)S(=O)(=O)c1ccc(Cl)cc1	i	-5%	-0.2%	.	16%	-2%	-3%	2%	5%
COC(=O)COc1ccc(S(=O)(=O)Nc2cc([N+](=O)[O-])ccc2C)cc1	i	14%	0.1%	27%	-1%	-12%	-3%	0%	2%
CCOC(=O)[C@@H]1C(c2c(OC)cc(OC)cc2OC)=NO[C@@H]1C(=O)OCC	i	-13%	3.4%	2%	1%	0%	16%	0%	-1%
CC(C)N1C/C(=C/c2ccsc2)C(=O)/C(=C/c2ccsc2)C1	.	?	?	-1%	7.9µM*	-2%	-33%	-1%	8.2µM*
Cn1c(N/N=C/c2cccs2)nc2c1c(=O)n(Cc1ccccc1)c(=O)n2C	i	7%	-0.2%	11%	?	-8%	-8%	18%	-16%
CN(C)c1cccc(C(=O)OCc2cc(=O)oc3cc(O)ccc23)c1	.	24%	3.8%	16%	-7%	1%	9%	1%	?

# The list is partial, so the mix of outcomes need not match the whole.
